# CIT2-GFP yeast: modulators of CIT2-GFP expression in yeast, primary screen, S. cerevisiae, GFP fusion, multiplex flow cytometry, MLPCN library; S. cerevisiae CIT2-GFP strain, 3 h; 100 means same as DMSO wells; GFP response vs DMSO, % at 10 µM; 320,000 compounds, 0.065% hits; AID 2029, 2009;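 active = GFP response relative to DMSO above a set limit, near the screen mean plus 3 SD, cut at about 150% in these data; inconclusive = Fewer than 70 cells measured for a yeast strain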;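 also: ratio of well median GFP fluorescence to mean of DMSO wells on the plate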
# MEP2 TOR yeast: modulators of MEP2-GFP levels in yeast, primary screen, S. cerevisiae, multiplex flow cytometry, MLPCN library. S. cerevisiae MEP2-GFP strain, 3 h; 100% = DMSO control level. GFP response vs DMSO, % at 10 µM. 330,000 compounds, 0.51% hits;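 active = GFP response versus DMSO above a set limit, roughly screen mean plus 3 SD, cut at about 180% in these data; inconclusive = fewer than 70 cells counted for a yeast strain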;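 also: median GFP fluorescence of the barcode-gated MEP2-GFP cells per well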
# Yeast superoxide: reduction of superoxide in aged yeast, primary screen, HTS; superoxide response (% of plate mean), % at 10 µM; 330,000 compounds, 0.18% hits; S. cerevisiae aged cells, superoxide DHE fluorescence; stronger effect = lower value;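 active = superoxide response under a set limit, about three screen SD below normal, cut at about 65% in these data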;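 also: yeast aged for seven days with compound at 30 °C before DHE staining; 100% = average MFI of all compound-treated wells on the plate with controls excluded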
# GRK2 aptamer HTS: compounds blocking aptamer binding on GRK2 – biochemical, human GRK2, bead flow cytometry, HTS, primary screen; FAM-aptamer displacement from GRK2; inhibition of aptamer binding, % at 10 µM; Beta-adrenergic receptor kinase 1 (Homo sapiens), P25098; AID 488847, 2010; 330,000 compounds, 0.59% hits;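 active = inhibition of aptamer binding above 40%, roughly 3 SD of noise, on plates passing a quality check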;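 also: median bead fluorescence of bound FAM aptamer so fluorescent compounds give negative values; no value below 0 was filed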
# AGP1-GFP MLPCN: modulators of AGP1-GFP expression in yeast TOR pathway, primary screen, cell-based, multiplex flow cytometry, S. cerevisiae, MLPCN library; 3 h; GFP as percent of DMSO wells; GFP response vs DMSO, % at 10 µM; 320,000 compounds, 0.02% hits; AID 2066, 2009;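 active = GFP response relative to DMSO above a set limit, near screen average plus 3 SD, cut at about 150% in these data; inconclusive = fewer than 70 cells counted for the yeast strain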;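 also: median GFP channel fluorescence of the gated AGP1 strain per well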
# RPL19A TOR yeast: RPL19A-GFP expression modulators in yeast, primary screen, cell-based, S. cerevisiae, multiplex flow cytometry, MLPCN; S. cerevisiae RPL19A-GFP strain, 3 h; stronger effect = lower value; percent response vs DMSO, % at 10 µM; 330,000 compounds, 0.3% hits; AID 2025, 2009;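 active = percent response vs DMSO below 50%; inconclusive = fewer than 70 events counted for the yeast strain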;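 also: median channel GFP fluorescence of the barcoded RPL19A-GFP strain; ratio of sample median GFP to plate DMSO average so 100% = DMSO; lower means less RPL19A-GFP as with rapamycin TOR inhibition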
# LAP4 TOR yeast: modulators of LAP4-GFP expression in yeast, primary screen, S. cerevisiae, multiplex flow cytometry, MLPCN library | 3 h; median GFP as percent of DMSO wells | AID 2023, 2009 | 320,000 compounds, 0.34% hits | GFP response vs DMSO, % at 10 µM;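 active = GFP response vs DMSO above a set limit, about the screen mean plus 3 SD, cut at about 150% in these data; inconclusive = under 70 cell events counted for the yeast strain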
# VLA-4 inh: inhibition in human VLA-4 binding assay, primary screen, VLA-4 allosteric modulator project, MLPCN library, flow cytometry, VLA-4 expressing cells. Integrin alpha-4 (Homo sapiens), P13612. 330,000 compounds, 0.2% hits. AID 2557, 2010. ligand binding flow cytometry. inhibition, % (about 7 µM as worked out from the volumes in the protocol); in the data active = inhibition above about 50%
# Target sequence (P13612 whole entry, looked up): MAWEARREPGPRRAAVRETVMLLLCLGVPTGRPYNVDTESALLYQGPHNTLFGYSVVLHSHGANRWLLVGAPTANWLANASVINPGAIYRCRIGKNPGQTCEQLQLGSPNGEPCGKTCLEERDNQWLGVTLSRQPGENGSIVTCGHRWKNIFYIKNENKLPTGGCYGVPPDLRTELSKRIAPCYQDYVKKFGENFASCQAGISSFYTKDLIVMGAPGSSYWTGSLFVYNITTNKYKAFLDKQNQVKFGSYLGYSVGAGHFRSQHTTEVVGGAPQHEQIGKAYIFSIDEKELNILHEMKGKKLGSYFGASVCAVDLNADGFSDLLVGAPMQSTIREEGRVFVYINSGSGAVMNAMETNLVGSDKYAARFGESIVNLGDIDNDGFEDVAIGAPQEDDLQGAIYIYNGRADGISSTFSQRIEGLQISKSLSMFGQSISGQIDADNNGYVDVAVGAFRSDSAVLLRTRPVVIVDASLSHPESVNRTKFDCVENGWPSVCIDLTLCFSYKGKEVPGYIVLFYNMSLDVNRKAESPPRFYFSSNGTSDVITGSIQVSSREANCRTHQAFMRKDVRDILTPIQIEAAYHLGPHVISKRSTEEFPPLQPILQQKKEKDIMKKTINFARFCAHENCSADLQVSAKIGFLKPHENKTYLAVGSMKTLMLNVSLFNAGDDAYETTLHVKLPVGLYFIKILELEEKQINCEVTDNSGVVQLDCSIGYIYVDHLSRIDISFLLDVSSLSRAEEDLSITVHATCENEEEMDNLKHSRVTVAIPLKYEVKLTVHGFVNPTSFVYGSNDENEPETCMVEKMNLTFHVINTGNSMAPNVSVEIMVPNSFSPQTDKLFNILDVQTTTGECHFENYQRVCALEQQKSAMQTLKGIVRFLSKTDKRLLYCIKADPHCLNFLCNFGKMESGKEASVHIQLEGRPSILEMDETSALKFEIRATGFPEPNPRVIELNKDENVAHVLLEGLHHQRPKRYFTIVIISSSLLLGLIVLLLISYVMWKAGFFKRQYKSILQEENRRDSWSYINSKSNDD
# * = called active by the depositor; u = inconclusive; x = not tested or not shown. Outcome played no part in choosing rows (roughly 1.7% active in at least one column).
Structure	CIT2-GFP yeast	MEP2 TOR yeast	Yeast superoxide	GRK2 aptamer HTS	AGP1-GFP MLPCN	RPL19A TOR yeast	LAP4 TOR yeast	VLA-4 inh
COc1ccc(OCc2cc(C(=O)N(C)C(C)c3ccon3)no2)c(Cl)c1 (stereo unspecified)	92	101	103	0	92	94	99	3
O=C(CN1C(=O)CCSc2ccccc21)Nc1ccc(F)cc1	107	105	88	0	101	103	103	1
Cc1ccccc1OCC(O)CN1CCN(c2ccc(Cl)cc2)CC1 (stereo unspecified)	105	105	103	4	101	103	98	10
O=S(=O)(Nc1cc(S(=O)(=O)N2CCOCC2)ccc1NCC1CCCO1)c1ccccc1 (stereo unspecified)	94	103	95	3	96	96	99	-2
COc1ccc(C(=O)NCS(=O)(=O)c2ccc(C)cc2)cc1	105	112	96	2	100	98	102	2
CCOC(=O)COc1ccc(Br)cc1C1NC(=O)NC(C)=C1C(=O)NCc1ccccc1 (stereo unspecified)	97	96	96	1	86	89	93	-7
CCOC(=O)c1ccc(COc2nc3ccccc3nc2-c2ccccc2NC(C)=O)o1	95	92	118	0	x	99	99	-17
O=C(NCc1ccccc1Cl)C1CCN(S(=O)(=O)N2CCC3(CC2)OCCO3)CC1	102	103	96	4	104	100	103	9
COc1cccc(-c2nc(-c3ccc4c(c3)NC(=O)CO4)cs2)c1	106	100	104	3	105	102	100	10
CCN(C(=O)CN1CCC(C(=O)OC)CC1)c1c(N)n(Cc2ccccc2)c(=O)[nH]c1=O	89	95	89	2	105	97	102	22
COc1ccc(S(=O)(=O)Nc2ccccc2)cc1OC	98	94	99	0	100	96	98	-16
Cc1ccc2c(c1)-n1c(nc3ccc(Cl)cc3c1=O)C(CC(C)C)NC2=O (stereo unspecified)	95	91	106	0	98	98	93	5
CC1CCC(NC(=O)CSc2nncs2)CC1 (stereo unspecified)	98	99	95	0	109	97	101	10
COc1cc(/C=C2\SC(=Nc3ccccc3)NC2=O)cc(Cl)c1O	96	101	139	5	93	98	95	-127
CC(C)C(NS(=O)(=O)c1cccc2nsnc12)C(=O)N1CCc2ccccc2C1 (stereo unspecified)	98	104	102	1	102	97	107	7
C=CCNC(=O)COc1cc(C)ccc1C	109	106	87	3	98	104	98	16
CCn1c(CC(=O)Nc2ccccc2)nnc1SCC(=O)NC1=NCCS1	107	104	97	1	103	104	92	-12
COc1ccc(-c2nnc(SCc3ncc(-c4ccccc4)o3)o2)cc1	83	101	94	2	98	100	108	13
Cc1ccc(S(=O)(=O)CCC(=O)Nc2cccc([N+](=O)[O-])c2)cc1	98	94	86	1	101	102	94	-8
Cc1onc(-c2ccccc2)c1C(=O)OCC(=O)NCc1ccc(F)cc1	92	104	96	0	105	98	114	-1
O=C(c1ccc(Cl)cc1)C1CCN(C(=O)NC2CCCCC2)CC1	u	u	94	5	u	u	u	11
CN(C)CCN(C(=O)/C=C/c1cccs1)c1nc2c(F)cc(F)cc2s1	93	98	100	0	99	104	100	0
O=C(Nc1ccc2c(c1)OCCO2)C1CCCN(S(=O)(=O)c2cccs2)C1 (stereo unspecified)	97	105	109	0	105	100	106	39
COc1cc(NC(=O)COC(=O)CSc2ccccc2F)c(C)cc1[N+](=O)[O-]	105	106	100	0	98	104	86	8
Cc1nc2ccc(Br)cc2c(-c2ccccc2)c1C(=O)O	97	107	95	0	97	100	88	7
COc1ccc(NC(=O)CSc2nccn2Cc2ccco2)c(OC)c1	103	100	105	0	94	99	89	-5
CC(C)NC(=O)c1ccc2c(=O)n(Cc3ccco3)c(=S)[nH]c2c1	100	108	102	0	103	99	98	3
CNS(=O)(=O)c1cccc(C(=O)OCC(=O)Nc2sc3c(c2C#N)CCCCC3)c1	102	100	105	11	101	102	90	9
CCc1ccc(NC(=S)Nc2ccc3cn[nH]c3c2)cc1	103	103	95	5	104	100	101	-2
O=C(NCCc1ccccc1)C1CCCN(C(=O)Nc2ccc(F)cc2)C1 (stereo unspecified)	102	106	82	1	104	101	107	9
CCCCNC(=O)C1CC(c2ccccc2[N+](=O)[O-])=NO1 (stereo unspecified)	87	95	100	0	93	106	103	4
CC1(c2ccc(Cl)cc2Cl)OCC(Cn2ccnc2)O1 (stereo unspecified)	104	107	101	0	110	109	102	16
CCOC(=O)c1c(-c2ccccc2)csc1NC(=O)C1CCCO1 (stereo unspecified)	86	95	113	5	92	92	100	-17
O=S(=O)(Cc1cc(Cl)nc(-c2ccccc2)n1)c1ccccc1	87	93	102	0	89	90	102	-16
COc1ccc(C(c2sc3ncnn3c2O)N2CC(C)OC(C)C2)cc1OC (stereo unspecified)	106	104	88	1	107	105	110	-8
COc1ccc(/C=N/NC(=O)C2c3ccccc3Oc3ccccc32)c(OC)c1	94	103	116	0	91	97	100	18
CC(C)c1ccc(N(CC(=O)NCc2ccc(F)cc2)C(=O)c2snc(C(N)=O)c2N)cc1	112	100	104	2	111	104	99	-2
Cn1c(Cc2cccc3ccccc23)nnc1SCC(=O)N1CCN(c2cccc(Cl)c2)CC1	97	100	90	1	102	97	93	-6
Cc1ccc(OCC(=O)NCc2ccco2)c([N+](=O)[O-])n1	90	88	122	8	92	88	94	20
Oc1c(CN2CCc3ccccc3C2)cc(Cl)c2cccnc12	92	94	85	0	94	98	115	40
C(=N\Nc1ccccn1)/c1ccc2c(c1)OCCO2	99	106	107	0	106	102	121	20
CSc1ccc(CNC(=O)c2c(C)noc2C)s1	95	102	95	0	105	96	110	-5
Cc1nn(CC(=O)NCC(C)c2ccccc2)c(=O)c2cc3occc3n12 (stereo unspecified)	107	99	122	0	106	100	111	7
COc1ccc(C(=O)Nc2cccc([N+](=O)[O-])c2)cc1Br	94	101	110	0	104	100	105	35
CC(=O)Nc1ccc(C(=O)OCC(=O)NC(=O)NC2CCCCC2)cc1	103	104	105	3	109	99	101	-8
O=C(COc1cccc([N+](=O)[O-])c1)N/N=C/c1ccco1	102	102	113	9	98	106	102	8
CN(C(=O)Cc1c(C(=O)O)n(C)c2ccccc12)c1ccc(F)cc1	100	100	111	0	105	102	100	-2
COc1cc(NC(=O)C2CC(c3ccccc3Cl)=NO2)cc(OC)c1OC (stereo unspecified)	104	103	104	1	101	103	94	-2
CCCCC(=O)Nc1ccc(C(=O)Nc2ccc(S(=O)(=O)Nc3nccc(C)n3)cc2)cc1	106	92	90	1	94	107	100	7
OC(COc1ccc(Cl)cc1Cl)Cn1ccnc1 (stereo unspecified)	103	98	93	3	96	106	92	-2
CCOc1ccc(NC(=O)c2ccc(-c3csc(C)n3)cc2)cc1	105	108	109	2	101	100	100	-1
COc1ccc(CCCc2nnc(SCC(=O)Nc3nccs3)n2C)cc1C	93	105	102	0	102	97	93	-2
CCCCN(C(=O)c1cc(CC)c(C)s1)c1c(N)n(CC(C)C)c(=O)[nH]c1=O	88	98	94	0	96	103	110	-12
O=C(OCC(=O)N1CCCC1)c1ccc(Cl)c([N+](=O)[O-])c1	103	108	90	2	104	104	97	7
COc1ccc2c(C)cc(=O)[nH]c2c1	91	91	96	2	94	93	96	20
Cc1ccc(OCC(=O)NCCS(=O)(=O)N2CCN(c3ccccc3)CC2)cc1	103	102	91	0	112	102	104	8
O=C(c1noc2c1CCc1ccccc1-2)N1CCCc2ccccc21	85	101	103	0	89	98	119	x
N/C(=N\OC(=O)c1ccc(F)cc1)c1cccc([N+](=O)[O-])c1	105	112	98	2	97	104	102	3
O=C(COC(=O)c1cccc(S(=O)(=O)N2CCOCC2)c1)Nc1ncc(C(F)(F)F)cc1Cl	x	102	122	3	111	109	122	-9
COc1ccc(-n2c(SCC(=O)Nc3nc(C)cs3)nnc2-c2ccoc2C)cc1	99	102	111	0	98	100	101	11

# (cont.)
Structure	CIT2-GFP yeast	MEP2 TOR yeast	Yeast superoxide	GRK2 aptamer HTS	AGP1-GFP MLPCN	RPL19A TOR yeast	LAP4 TOR yeast	VLA-4 inh
O=C(Nc1ccccc1N1CCOCC1)c1ccc(Cl)c(S(=O)(=O)N2CCCC2)c1	94	100	96	1	98	102	102	-3
COc1ccccc1C(=O)NCC(=O)OCC(=O)c1cccc2ccccc12	97	107	97	4	102	103	110	3
COc1ccccc1-n1c(SCC(=O)Nc2ccc(C)cc2)nc(O)cc1=O	98	101	94	0	103	99	96	6
COc1ccc(NC(=O)CSc2nnnn2-c2ccc(F)cc2)cc1	104	102	104	3	107	105	92	-14
COCCCn1c(=O)c2sccc2n2c(CCCC(=O)NCC3CCCO3)nnc12 (stereo unspecified)	99	98	101	0	95	100	91	-12
COc1ccc(NC(=O)c2cc3ccccc3o2)cn1	101	102	95	0	93	103	92	-4
CC(=O)Oc1ccccc1C(=O)OCCN=C1NS(=O)(=O)c2ccccc21	101	106	103	1	84	89	86	-2
Cc1cc(C(=O)CSc2nnc(N)s2)c(C)n1Cc1ccco1	102	101	111	0	97	104	94	16
O=C(CSc1ccc(-c2ccc(Br)cc2)nn1)NC1CCCC1	93	98	117	0	96	96	104	15
CS(=O)(=O)c1ccc(C(=O)NCC(c2ccco2)N2CCCCC2)cc1 (stereo unspecified)	100	98	95	0	105	103	102	-1
CCC(=O)c1ccc(OC(=O)/C=C/c2cc(OC)c(OC)c(OC)c2)cc1	97	114	99	0	103	105	107	37
CC(C)=CCC/C(C)=C/C(=O)O	95	106	76	1	99	99	105	-15
O=C(O)c1cccc(NS(=O)(=O)c2cccc3cccnc23)c1	94	111	105	1	99	99	101	50*
COC(=O)c1cccc(N(C(=O)c2cnccn2)C(C(=O)NCc2ccccc2)c2ccco2)c1 (stereo unspecified)	98	102	119	1	96	97	97	-5
CCc1nc(SCC(=O)Nc2ccnc3ccccc23)n[nH]1	97	105	99	2	102	97	94	-1
C=CCN=C1S/C(=C\c2ccc(N(C)C)cc2)C(=O)N1CC=C	100	101	103	0	108	103	112	-20
Cc1ccc(S(=O)(=O)NC(Cc2ccc(Cl)cc2)C(=O)O)cc1 (stereo unspecified)	107	105	93	0	98	102	89	10
CCN(Cc1nc2cc(Cl)ccc2c(=O)[nH]1)C(=O)c1nn(C)c(=O)c2ccccc12	89	98	91	4	100	98	97	1
CCOC(=O)CSc1nnc(-c2c[nH]c3ccccc23)o1	102	101	102	0	97	101	91	0
S=C1NC[C@H](CC2CCCCC2)N1CCc1cccc2ccccc12	91	101	105	0	97	98	96	-4
Cn1c(-c2ccc(F)cc2)cnc1NCc1ccccc1F	101	105	98	1	104	100	104	18
Cc1cccc(C)c1NC(=S)Nc1ccc(F)cc1	94	99	91	0	99	98	96	18
Cc1cccc(N2CCN(C(=O)C3COc4ccccc4O3)CC2)c1C (stereo unspecified)	104	104	152	7	104	103	106	3
